APJ agonist: agonists of human APJ apelin receptor | AID 2520 | activation, % at 20 µM | actives 0.11% (n = 330,000) | CHO-K1 APJ PathHunter beta-arrestin, luminescence; 0% DMSO wells, 100% apelin | P35414;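 active means activation more than six SD over the plate average, tested at 20 µM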;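 further: 0% = DMSO alone and 100% = apelin-13 at 10 nM; some results filed as inactive read as strong as hits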
Target sequence (P35414 whole entry, looked up): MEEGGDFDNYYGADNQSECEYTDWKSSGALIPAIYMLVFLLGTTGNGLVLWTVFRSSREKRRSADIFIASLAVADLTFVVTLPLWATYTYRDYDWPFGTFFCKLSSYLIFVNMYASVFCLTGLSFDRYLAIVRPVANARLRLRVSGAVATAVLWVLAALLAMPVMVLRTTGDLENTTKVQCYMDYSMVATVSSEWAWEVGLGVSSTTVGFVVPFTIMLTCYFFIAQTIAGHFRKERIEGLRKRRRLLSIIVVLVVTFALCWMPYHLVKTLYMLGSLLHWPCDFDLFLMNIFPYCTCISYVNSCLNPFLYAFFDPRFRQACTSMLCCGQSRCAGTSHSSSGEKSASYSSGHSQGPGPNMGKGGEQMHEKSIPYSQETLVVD
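Material: CHO-K1 APJ beta-arrestin complementation cell line; Input: cell density 1000 per well; Incubation: compound stimulation 90 min at 25 °C, detection 60 min; Signal: luminescence from split beta-galactosidase complementation, Galacton Star/Emerald II substrate; Controls: DMSO-only wells as negative, 10 nM Apelin-13 as positive control.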
APJ antag: antagonists of human APJ apelin receptor | CHO-K1 APJ beta-arrestin complementation, luminescence | inhibition, % at 20 µM | actives 0.32% (n = 330,000);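 active means inhibition above about 40% at 20 µM, limit read from the data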;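 further: cells challenged with 10 nM apelin-13 agonist together with compound; plate controls were apelin-13 plus DMSO wells for no effect and DMSO wells lacking apelin-13 for full effect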
tim23-1 inh: inhibits growth of tim23-1 mutant yeast | S. cerevisiae tim23-1 growth, BacTiter-Glo luminescence, 24 h | inhibition, % at 20 µM | actives 1.3% (n = 330,000) | AID 463212;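 active means growth inhibition of the mutant yeast at or above 50%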;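 further: temperature-sensitive mutant grown at 25 °C; plate controls were DMSO-treated mutant yeast for no effect and medium wells lacking yeast for full effect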
MIN6 prolif: induces beta-cell replication in MIN6 cells | MIN6 cells proliferation, ATPlite luminescence, 48 h; cells starved in 0.2% serum; 100% = growth in 10% serum | proliferation, % at 10 µM | actives 0.29% (n = 330,000) | AID 2380;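 active means compounds whose signal lies at least 3.5 SD above the mean of all wells on their plate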;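 further: 0% = DMSO-treated cells in low-serum medium and 100% = 10% serum control; some compounds called inactive have numbers as strong as hits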
tim10-1 inh: tim10-1 yeast growth inhibition; S. cerevisiae tim10-1 ts strain growth, BacTiter-Glo, 24 h; inhibition, % at 20 µM; actives 2.2% (n = 330,000); AID 463190;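 active means inhibition of at least 40%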;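 further: mutant grown at 25 °C; 0% = DMSO wells with yeast and 100% = wells holding no yeast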
TIM10 inh: inhibits growth of TIM10 yeast strain; S. cerevisiae TIM10 strain growth, BacTiter-Glo luminescence, 24 h; inhibition, % at 10 µM; actives 1.4% (n = 330,000);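 active means inhibition of 40% or more at the single tested concentration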;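 further: wild-type TIM10 isogenic control strain grown at permissive 25 °C; 0% = DMSO yeast wells and 100% = minimal medium wells without yeast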
MPTP inh: inhibitors of mitochondrial permeability transition pore; isolated mouse mitochondria, Ca2+ swelling absorbance, 30 min; inhibition, % at 10 µM; actives 1.4% (n = 360,000); AID 602449;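 active means inhibition of 50% or more, scaled per plate between neutral and stimulator controls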;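 further: 0% = DMSO wells given calcium and 100% = 1 mM EGTA wells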
NLRP3 yeast inh: blocks the NALP3 inflammasome reconstituted in yeast; inhibition, % at 10 µM; Yeast reconstituted NLRP3/ASC/caspase-1, beta-gal luminescence, 24 h; actives 0.39% (n = 330,000); AID 2825;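 active means inhibition of 50% or more; inactive means inhibition below 50%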;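 further: plate controls were induced DMSO wells for no effect and uninduced yeast grown without galactose for full effect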
GRIN3A LBD mod: NR3A (human) ligand-binding domain modulation; AID 1259313; Tm shift relative to glycine control, % at 25 µM; actives 2.5% (n = 340,000); NR3A LBD differential scanning fluorimetry, Tm shift; 0% = protein alone, 100% = glycine-bound protein;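 active means melting temperature shift of at least 10% of the positive control shift, at one fixed dose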
* = called active by the depositor; . = no result given.

The first three compounds, ahead of the listing:
SMILES	APJ agonist	APJ antag	tim23-1 inh	MIN6 prolif	tim10-1 inh	TIM10 inh	MPTP inh	NLRP3 yeast inh	GRIN3A LBD mod
COc1ccc(N2CCN(C(=O)CCc3nc(-c4ccc(C)cc4)no3)CC2)cc1	2	4	31	-2	30	25	-0.2	22	3
CC/C(=N\NC(=O)c1c(C)nc2ccccn12)c1ccccc1	2	9	22	0	5	-15	1.0	11	-1
COC(=O)c1cc(NC(=O)c2cc(-c3ccc(C(F)(F)F)cc3)oc2C(F)(F)F)ccc1N1CCOCC1	-3	-10	-10	-4	17	11	88*	6	1

All compounds of this part, from the first entry:
SMILES	APJ agonist	APJ antag	tim23-1 inh	MIN6 prolif	tim10-1 inh	TIM10 inh	MPTP inh	NLRP3 yeast inh	GRIN3A LBD mod
COc1ccc(N2CCN(C(=O)CCc3nc(-c4ccc(C)cc4)no3)CC2)cc1	2	4	31	-2	30	25	-0.2	22	3
CC/C(=N\NC(=O)c1c(C)nc2ccccn12)c1ccccc1	2	9	22	0	5	-15	1.0	11	-1
COC(=O)c1cc(NC(=O)c2cc(-c3ccc(C(F)(F)F)cc3)oc2C(F)(F)F)ccc1N1CCOCC1	-3	-10	-10	-4	17	11	88*	6	1
CCOC(=O)c1ccc(-c2ccc(/C=C(\C#N)C(=O)NCC3CCCO3)o2)cc1 (stereo not drawn)	2	7	13	-4	23	28	2.2	26	2
CS(=O)(=O)NNC(=O)Cn1nnc(-c2ccc(OCc3ccccc3Cl)cc2)n1	-2	-11	14	-3	21	18	7.7	8	1
O=C(O)[C@@H]1Cc2c([nH]c3ccccc23)C2CCC(=O)N21 (stereo partly drawn)	-2	-8	11	-5	11	5	-1.2	-2	1
CC1C/C(=N\NC(N)=S)c2cc(Cl)ccc2S1 (stereo not drawn)	-2	21	-8	-4	6	9	4.2	0	-2
O=C(O)Cn1c(SCCOc2ccccc2)nc2ccccc21	3	-5	1	-4	-6	6	0.1	24	-1
CNC(=O)NC1CCCCc2sccc21 (stereo not drawn)	-4	9	10	-2	8	-3	0.6	21	-1
COc1ccc([N+](=O)[O-])cc1NS(=O)(=O)Cc1ccccc1	-3	9	8	0	17	5	-0.4	23	-1
COCCNC(=O)c1ccccc1N(Cc1ccccc1)S(=O)(=O)c1ccccc1	0	-8	18	0	12	11	1.5	9	0
CC1=CC=CC2=NC(=O)CC(C)(C(=O)N(CC(=O)NC3CCCC3)c3ccccc3C)N12 (stereo not drawn)	-4	11	2	1	3	8	0.2	1	0
COc1ccc(CN2CCn3nc(C(=O)NC4CC4)cc3C2=O)cc1	-3	16	12	-2	11	13	-0.5	16	-1
Cc1c(C(=O)OC(C)C)sc(N)c1C(=O)OC(C)C	-1	9	17	0	-8	2	4.1	30	6
O=C(CC12CC3CC(CC(C3)C1)C2)Nc1ccc2c(c1)COC2=O	-1	-1	38	-3	25	9	8.2	-2	-5
O=S1(=O)NC2c3ccccc3CC2O1 (stereo not drawn)	10	-14	18	-3	5	1	-1.3	10	1
CCOC(=O)CCC(=O)N1CCOCCOCCN(C(=O)CCC(=O)OCC)CCOCC1	6	2	11	4	10	-2	0.0	-1	0
Cc1cccnc1NC(=O)CSc1nnc(CNC(=O)c2cccc([N+](=O)[O-])c2)n1C	-5	9	4	1	-2	0	-0.7	9	0
CCNC(=O)Nn1c(-c2ccccc2)nc2ccccc2c1=O	1	-5	-7	1	-7	-7	-1.1	7	6
CCN(CC)C(=O)[C@H]1C[C@H](CC(=O)NCCCN(C)C)C(=O)N2CCc3c([nH]c4cc(-c5ccco5)ccc34)[C@]12C	.	.	28	.	4	8	-1.1	.	0
CCCCn1c(N)c(N(C(=O)CSc2nnc(C)n2-c2ccccc2)C2CCCC2)c(=O)[nH]c1=O	-3	-6	-6	6	-1	0	0.3	4	0
CCCCN(CC)S(=O)(=O)N1CCC(C(=O)NCc2ccc(F)cc2)CC1	-2	0	11	-2	9	5	1.3	7	-1
COC(=O)[C@]1(C)N[C@H](CN(C)S(=O)(=O)c2ccc(C(C)(C)C)cc2)[C@@H]2C(=O)N(C)C(=O)[C@@H]21	-3	4	-3	-2	-10	1	0.0	-7	1
COc1ccc(-n2cnnc2SCC(=O)c2cc(C)n(Cc3cccs3)c2C)cc1	1	-3	21	2	44*	25	-0.2	6	2
Cc1ccc(CS(=O)Cc2ccc(C(=O)NC3CCCCC3)o2)cc1 (stereo not drawn)	0	17	9	4	6	4	1.1	2	1
O=C(NCc1ccco1)c1cc(-c2ccc(Cl)cc2)on1	-4	-1	2	-4	10	2	3.3	8	-2
O=C(Cc1ccc(Cl)cc1)OCc1nnc(-c2ccccc2)o1	-9	-7	30	-2	12	2	-2.1	19	3
Cc1cccn2c(=O)c3cc(S(=O)(=O)c4ccc(Br)cc4)c(=N)n(C4CCCCC4)c3nc12	1	8	20	-4	23	16	0.2	4	-14
CCCCC/C=C\C/C=C\C/C=C\CCCCC(=O)O	1	15	6	-5	18	-2	-3.0	8	-3
O=C(COC(=O)c1ccc(Cl)c(S(=O)(=O)N2CCOCC2)c1)Nc1ccc2[nH]c(=O)[nH]c2c1	1	5	-5	0	-11	-15	-0.4	-3	-1
COc1ccc(CNC(=O)CSc2nn3c(=O)c(C(C)(C)C)nnc3s2)cc1OC	2	-3	25	1	19	6	3.8	12	-1
CCN(CC(=O)Nc1c(F)cccc1F)C(=O)CSCC(=O)Nc1ccc(OC)cc1	3	-84	4	-4	-1	-3	0.0	-17	0
COC(=O)Cc1ccc(Oc2ncc(C(F)(F)F)cc2Cl)cc1	-3	-6	6	1	2	-4	-1.9	-3	10
CCCS(=O)(=O)N1CCC(C(=O)c2cccc(C(F)(F)F)c2)CC1	-3	13	22	1	37	-7	-0.4	18	5
COc1ccc(C(=O)CC2SC(N)=NC2=O)cc1 (stereo not drawn)	-5	2	5	-2	9	0	1.7	6	-2
CCOC(=O)CSc1nc2c(cnn2-c2ccc(F)cc2)c(=O)[nH]1	1	0	3	1	-7	0	1.7	10	-1
Cc1ccc(-c2csc(NC(=O)c3cccc(S(=O)(=O)N4CCN(C)CC4)c3)n2)cc1	0	4	12	-3	4	28	22	29	-3
O=C(CSc1nc2c(c(=O)n1-c1ccc(F)cc1)SCC2)Nc1ccc2c(c1)OCO2	-4	11	7	-1	10	7	-0.7	24	-1
O=C(COc1coc(CN2CCc3ccccc3C2)cc1=O)Nc1ccccc1F	-2	-27	0	-3	0	-3	0.1	18	0
COc1ccc(C)cc1C(=O)CCC(=O)N1CCN(c2ccccc2F)CC1	-5	8	19	0	6	-8	-1.0	6	3
CCCn1c(SCC(=O)NCc2ccc(F)cc2)n[nH]c1=O	-1	0	-1	-2	-7	6	-1.4	3	-3
CCOC(=O)/C(CCC[N+](C)(CC)CC)=N\O	6	-1	7	0	16	7	-2.6	23	0
Cc1cc(SCC(=O)Nc2cccc(S(=O)(=O)N3CCOCC3)c2)nc2ccccc12	2	4	32	-4	22	28	0.7	19	-6
O=C(COc1cc(Cl)c(Cl)cc1Cl)Nn1cnnc1	5	7	3	3	7	-5	0.6	1	0
O=C(c1ccc(F)cc1Cl)N(c1ccccn1)C1CCCCC1	-3	-20	37	-1	29	11	-2.2	9	-1
Cc1cc(SCC(=O)c2cc3ccccc3o2)nc2ccccc12	3	10	14	-3	29	-9	0.0	12	1
CN(CCC#N)C(=O)CSc1nnc(-c2c[nH]c3ccccc23)o1	1	8	4	-3	-1	-1	-0.1	-1	1
O=C(CCl)N(c1ccccc1)c1c[nH]c2ccccc12	1	7	24	-4	23	20	1.2	0	1
CN1CCN(S(=O)(=O)c2ccc(=O)[nH]c2)CC1	0	8	24	-2	3	4	-1.3	10	0
CCOC(=O)c1cnc(-n2nc(C)cc2C)nc1Nc1ccc(O)cc1	10	2	-1	-6	17	16	6.6	3	0
COC(=O)C1=C(C)N=c2s/c(=C/c3ccoc3)c(=O)n2C1c1ccccc1 (stereo not drawn)	0	18	50*	-6	37	29	0.7	13	-6
Cc1cc(C(=O)N/N=C/c2cc(Br)cc(Br)c2OC(=O)c2ccccc2)n[nH]1	1	4	15	0	11	8	.	24	.
C=CCN1C(=O)C(CC(=O)Nc2ccc(OCCC)cc2)N(CCCN2CCN(Cc3ccccc3)CC2)C1=S (stereo not drawn)	4	-47	17	-6	35	5	14	-17	-2
COc1ccc(C(=O)Nc2ccccc2N2CCCC2)cc1S(=O)(=O)N1CCOCC1	-2	9	11	5	10	19	0.9	16	-1
CCOc1ccc(CCNC(=O)CCn2cccc2)cc1OCC	-1	-8	5	2	3	6	0.5	25	0
Cc1[nH]c2ccccc2c1/C=N/NC(=O)CCC(=O)NCc1ccccc1	-5	-8	18	-2	9	6	-1.2	0	-1
COc1ccc(CCNC(=O)CSc2nnnn2C)cc1OC	-1	5	-4	-2	-4	-5	0.7	-8	-1
COC(=O)c1ccc(N/C=C/C(=O)c2ccc(OC)c(OC)c2)cc1	-3	-4	9	-1	0	9	-0.2	11	-5
Cc1ccc(C)c(S(=O)(=O)N2CCN(C(=O)c3cc(-c4cccs4)nn3-c3ccccc3)CC2)c1	-2	-46	10	-6	-1	11	-1.0	13	0
CC(C)[C@@H](C(=O)N1CCN(Cc2ccc3c(c2)OCO3)CC1)n1nnc2ccccc2c1=O	1	14	20	-2	27	-1	6.5	7	-4

More entries follow.
SMILES	APJ agonist	APJ antag	tim23-1 inh	MIN6 prolif	tim10-1 inh	TIM10 inh	MPTP inh	NLRP3 yeast inh	GRIN3A LBD mod
CC(C)N(C(=O)[C@H]1C[C@H](CC(=O)NCCCn2ccnc2)C(=O)N2CCc3c([nH]c4ccc(Cl)cc34)[C@]12C)C(C)C	.	.	26	.	7	-2	-0.4	.	-2
CNC(=O)C1CN(C(=O)c2cccc(S(=O)(=O)N3c4ccccc4CC3C)c2)c2ccccc2O1 (stereo not drawn)	-2	13	24	-2	15	15	-1.9	1	-1
O=C(Nn1cnc2ccccc2c1=O)C1CCCCC1	0	7	-10	0	1	4	0.3	9	-4
Cc1ccc(NC2CCCN(C(=O)CN3C(=O)CSC3=O)C2)cc1C (stereo not drawn)	2	5	2	-1	7	-7	-0.1	2	11*
CCN(CC)S(=O)(=O)c1cccc(C(=O)N/N=C/c2ccc(OC)c(O)c2)c1	4	-14	15	1	2	1	0.6	4	1
CC1CCC(C(C)C)C(OC(=O)COC(=O)c2ccc(N)cc2)C1 (stereo not drawn)	-3	4	2	-5	14	21	1.0	6	1
Cc1ccc(NC(=O)c2cccs2)cc1NC(=O)c1ccc(F)cc1	4	-11	8	-1	-22	0	1.1	23	-3
Cc1ccc(C)c(C(=O)COC(=O)c2ccc(Br)o2)c1	-4	11	22	-2	25	14	-1.2	5	-2
O=C(ONC1=NCCCCC1)c1c(F)cccc1F	7	4	53*	-3	51*	44*	0.1	7	2
CCN(CC)S(=O)(=O)c1cccc(NC(=O)COC(=O)c2cc(=O)c3ccccc3o2)c1	-5	7	13	-2	9	5	4.1	-5	-1
COC(=O)Cc1cn(-c2ncc(C(F)(F)F)cc2Cl)c2ccccc12	-2	14	15	1	1	12	-1.0	24	1
CC1CCc2nn(CC(=O)Nc3c(F)cc(F)cc3Br)cc2C1 (stereo not drawn)	-3	5	30	-4	26	-2	0.2	13	-2
CC(C)C(=O)N1CCN(c2ccccc2NC(=O)COc2ccccc2)CC1	-4	37	-6	-3	12	8	-1.2	-6	0
O=C(Nc1ccc(F)cc1)Nc1cc(OCC(F)(F)F)cc(OCC(F)(F)F)c1	0	-14	15	-7	10	25	97*	6	27*
